Bioassay records as filed in PubChem BioAssay.
TRPN1 ag: agonists of zebrafish TRPN1 channel; activation, % at 3 µM; hit rate 0.18% among 220,000; HEK293 zebrafish TRPN1-YFP, Fluo-8 calcium fluorescence; 100% = response to 87 µM carbachol; AID 1424;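 active = activation above its plate's cutoff, the mean activation of test wells on that plate plus 3 SD, cut at about 19% in these data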;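 also: 0% = DMSO alone and 100% = 87 µM carbachol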
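Control set: carbachol 87 µM as high control, DMSO as low control; system: HEK293 stable line with zebrafish TRPN1-YFP; read-out: % activation versus carbachol response; detection: intracellular calcium fluorescence with Fluo-8; doses: single test compound dose, 3 µM nominal, 0.3% DMSO; schedule: dye 1 h 37 °C plus 30 min RT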
TRPML3 agonist: activates the human TRPML3 channel | hit rate 0.29% among 220,000 | HEK293 TRPML3-YFP, Fluo-8 calcium fluorescence; 100% = the carbachol control signal | activation, % at 3 µM;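 active = activation above its plate's cutoff, the mean activation of the plate's test wells plus 3 SD, cut at about 12% in these data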;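 also: 0% = DMSO only wells and 100% = carbachol wells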
Target sequence (Q8TDD5 whole entry, looked up): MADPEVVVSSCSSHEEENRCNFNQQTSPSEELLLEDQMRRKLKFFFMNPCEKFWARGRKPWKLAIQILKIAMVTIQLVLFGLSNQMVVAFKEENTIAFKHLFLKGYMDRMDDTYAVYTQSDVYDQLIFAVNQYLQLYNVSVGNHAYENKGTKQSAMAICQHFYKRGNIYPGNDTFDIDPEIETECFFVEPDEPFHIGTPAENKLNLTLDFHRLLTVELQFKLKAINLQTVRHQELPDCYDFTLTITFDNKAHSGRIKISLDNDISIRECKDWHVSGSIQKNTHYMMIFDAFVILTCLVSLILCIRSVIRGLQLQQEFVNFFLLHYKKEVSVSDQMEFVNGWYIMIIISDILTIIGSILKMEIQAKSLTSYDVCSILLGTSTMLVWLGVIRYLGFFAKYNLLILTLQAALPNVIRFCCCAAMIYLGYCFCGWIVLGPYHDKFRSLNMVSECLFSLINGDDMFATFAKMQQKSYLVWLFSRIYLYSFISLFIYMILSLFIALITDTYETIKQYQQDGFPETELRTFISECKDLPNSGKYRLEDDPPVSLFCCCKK
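Material: HEK293 cells stably carrying human TRPML3-YFP; compound dosing: single dose, 3 µM final nominal compound, 0.3% DMSO final; incubation: 1-h 37 °C dye load, 5-s basal, 120-s post-compound reads; technique: Fluo-8 intracellular calcium fluorescence, excitation 470-495 nm, emission 515-575 nm; read-out basis: percent activation from peak-to-basal fluorescence ratio, scaled between DMSO and carbachol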
TNF death inh: TNF-alpha cell death inhibition in Jurkat FADD-/- cells | Jurkat FADD-/- TNF necroptosis rescue, ATP luminescence, 24 h; 0 = TNF only, 100 = no-TNF cells | activation (protection from cell death), % at 10 µM | hit rate 0.068% among 220,000;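 active = activation, meaning protection from cell death, of at least 50% relative to plate controls; inactive = activation below 50%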;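 also: necroptosis triggered by 40 ng/mL TNF-alpha added together with compound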
PPC-1+TRAIL kill: PPC-1 cancer cell killing with TRAIL present; PPC-1 cells + TRAIL, ATPLite viability luminescence; cell killing (% activity), % at 4 µM; hit rate 0.41% among 220,000;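 active = cell killing above 50% in the first pass at 4 µM, then a duplicate retest at 5 µM averaging 50% or more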;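 also: plate controls were cells with TRAIL plus DMSO for no effect and medium-only wells lacking cells for full effect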
CHOP inhibitor: CHOP inhibition in unfolded protein response; CHO-K1 CHOP-promoter luciferase, tunicamycin-induced, 15-18 h; inhibition, % at 10 µM; hit rate 3.8% among 220,000; AID 2732;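 active = compounds that reduced the stress-induced luciferase reporter signal by more than about 70% of percent inhibition, limit read from the data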;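 also: 0% = tunicamycin plus vehicle and 100% = wells without tunicamycin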
Ba/F3 V617F tox: lowers viability of Ba/F3 cells expressing EpoR and JAK2V617F. inhibition, % at 5.6 µM. ATP luminescence. hit rate 1.1% among 220,000;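 active = inhibition above the campaign mean plus 3 SD over all tested compounds, cut at about 24% in these data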;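 also: cytokine-independent growth of Ba/F3 cells driven by EpoR plus mutant JAK2; 0% = DMSO-treated cells and 100% = JAK inhibitor I control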
Wee1 stabilizer: blocks degradation of human Wee1 kinase. hit rate 1.2% among 220,000. HeLa Luc-Wee1K328M stability, luciferase luminescence; 100% = proteasome inhibitor MG132 effect. AID 1321. reporter increase, % at 5 µM. P30291;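 active = activation above the mean of all tested compounds plus 3 SD, set per screening run, cut at about 8.8% in these data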;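 also: cells exposed to compound for 20 h before luminescence read; 0% = DMSO alone and 100% = MG132 at 30 µM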
BaF3 tox: parental Ba/F3 viability inhibition as JAK2V617F counter-screen; CellTiter-Glo ATP luminescence; inhibition, % at 5.6 µM; hit rate 1.1% among 220,000;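 active = inhibition above a per-campaign cutoff, the mean inhibition of all tested compounds plus 3 SD, cut at about 27% in these data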;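 also: 0% = DMSO wells and 100% = JAK Inhibitor I control wells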
RBBP9 inh: human RBBP9 hydrolase inhibition. hit rate 0.2% among 220,000. O75884. recombinant RBBP9, FP-Rh probe fluorescence polarization. AID 1515. inhibition, % at 7.94 µM;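 active = inhibition above the campaign mean of all tested compounds plus 3 SD, cut at about 14% in these data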;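 also: plate controls were DMSO wells with RBBP9 for no effect and wells lacking RBBP9 protein for full effect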
Target sequence (O75884 whole entry, looked up): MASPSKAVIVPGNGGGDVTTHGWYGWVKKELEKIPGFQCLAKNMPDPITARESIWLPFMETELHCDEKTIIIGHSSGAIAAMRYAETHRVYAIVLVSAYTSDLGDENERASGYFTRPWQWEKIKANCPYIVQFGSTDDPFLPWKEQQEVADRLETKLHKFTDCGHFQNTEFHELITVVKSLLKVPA
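System: RBBP9 protein / Buffer or medium: Tris/NaCl buffer pH 8.0 with 0.1% Pluronic / Probe or stimulus: Serine-hydrolase probe FP-Rh, 375 nM pre-mixing / Dosing: 7.94 µM single dose, 0.794% DMSO / Times: enzyme-compound preincubation 30 min, then probe labeling 45 min, 25 °C / Technique: fluorescence polarization (mP), excitation 525 nm, emission 598 nm / Replication: singlicate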
* = called active by the depositor.

SMILES	TRPN1 ag	TRPML3 agonist	TNF death inh	PPC-1+TRAIL kill	CHOP inhibitor	Ba/F3 V617F tox	Wee1 stabilizer	BaF3 tox	RBBP9 inh
OCCCNC(c1ccccc1)c1ccc(O)cc1 (stereo not given)	-1.9	0.8	-0.2	19	-13	-2	-1	5	0
Cc1ccc([N+](=O)[O-])cc1N1C(=O)CS/C1=N\NC(=O)c1cccnc1	2.1	0.4	0.4	7	-8	4	-2	10	-6
O=C(CCCOc1ccccc1)NCCc1ccccc1	-0.3	0.1	1.0	18	6	-1	1	3	-1
COc1ccc(N2C(=O)/C(=C/c3cccnc3)NC2=S)cc1	1.6	0.2	1.3	-6	3	2	-2	6	-6
CCN1CCN(C(c2cccs2)C(C)NC(=O)c2ccccc2F)CC1 (stereo not given)	1.0	0.2	0.2	5	-18	4	2	3	-5
CSc1cccc(NC(=O)c2cnn3ccccc23)c1	1.6	0.3	5.0	4	13	-2	5	-3	-6
COc1ccc(Br)cc1C(=O)Nc1cccc2ncccc12	-0.1	0.0	-8.1	-13	1	0	-3	7	-5
COc1ccc(C(=O)OCC(=O)c2ccccc2)cc1S(=O)(=O)N1CCOCC1	-0.8	0.7	1.4	-3	43	-5	-3	2	6
C=CCc1c(C)nc(SC)nc1Nc1ccc(C(C)=O)cc1	-0.4	-0.3	-1.3	0	-9	2	-1	4	-10
Cc1nnc(SCC(=O)Nc2ccc3c(c2)OCO3)[nH]c1=O	-0.8	0.9	-0.5	-4	-1	2	-2	6	-7
COc1cccc2c1OCC(CN1CCN(Cc3ccccc3)C(CCO)C1)=C2 (stereo not given)	2.3	1.2	4.1	9	-4	-1	-2	5	0
Cc1ccc(NC(=O)Cn2nnc(-c3ccccc3-n3cnnn3)n2)c(C)c1	1.3	-0.3	1.8	5	4	1	-4	6	-3
CCCn1nc(NC(=O)c2cccs2)c2cc3cccc(C)c3nc21	-0.1	-0.4	3.8	9	11	-1	-2	0	-15
Cc1ccc(NC(=O)c2cc(-c3ccco3)on2)cc1	0.4	0.8	-7.4	3	2	-2	-3	1	-4
O=C(c1cnn(-c2ccccc2)c1-n1cccc1)N1CCN(C2CCCCC2)CC1	1.7	0.6	0.7	-8	11	0	-1	-8	1
CCC(C)NC(=O)C1(NC(=O)Nc2ccccc2)CCCCC1 (stereo not given)	0.6	-0.6	-0.7	16	19	6	0	8	-6
CCOC(=O)CNC(=O)CNC(=O)c1ccc(OCC(C)C)cc1	0.5	0.3	-2.1	-2	4	-1	-3	2	-1
CCCCn1c(=O)[nH]c(=O)c2c1nc(-c1ccncc1)n2CCOC	1.8	1.2	-0.1	20	3	-1	-1	1	-8
c1ccc(NC2=NCCCCS2)cc1	-0.5	1.2	-0.7	17	-8	1	-2	6	-11
COCCn1c(-c2ccc(-c3ccccc3Cl)o2)nc2c1c(=O)[nH]c(=O)n2CC(C)C	0.1	-0.4	-5.2	-2	24	1	-2	3	-13
O=C(O)C1CCC(N2C(=O)C3CCCCC3C2=O)CC1 (stereo not given)	0.3	0.7	0.4	-21	-13	6	0	9	-2
O=C(c1ccccc1-c1ccccc1)N1CCCCC1	-0.6	-0.5	0.0	-4	5	6	-2	11	-4
O=C(NCCN1CCCC1)c1ccccc1Cl	0.6	0.7	2.1	5	-5	-2	4	3	1
Cc1cccc(C)c1OCCn1nc(C(=O)O)c2ccccc2c1=O	-1.6	-0.8	-3.6	12	72*	3	-2	8	-7

Shown as a hit in CHOP inhibitor, of those listed so far:
SMILES | TRPML3 agonist | CHOP inhibitor | Wee1 stabilizer | RBBP9 inh
Cc1cccc(C)c1OCCn1nc(C(=O)O)c2ccccc2c1=O | -0.8 | 72* | -2 | -7

More results.
SMILES	TRPN1 ag	TRPML3 agonist	TNF death inh	PPC-1+TRAIL kill	CHOP inhibitor	Ba/F3 V617F tox	Wee1 stabilizer	BaF3 tox	RBBP9 inh
C1=CCC(/C=N/n2cnnc2)CC1 (stereo not given)	1.1	0.7	1.8	2	28	1	-1	4	-4
Cc1ccccc1NC(=O)Cn1nnc(C(=O)NCc2ccco2)c1N	0.1	0.5	1.3	0	-5	6	0	6	-7
Cc1ccc(-c2nnn(CC(=O)N(c3ccc4c(c3)OCCO4)C(C(=O)NCC3CCCO3)c3ccc(F)cc3)n2)o1 (stereo not given)	-0.3	0.4	1.2	-2	7	-2	-2	1	-3
NS(=O)(=O)c1ccc(CNC(=O)C2CCCCC2)cc1	0.4	0.9	-0.2	15	15	-4	-1	2	-1
Nc1nnc(SCC(=O)c2ccc([N+](=O)[O-])cc2)s1	-0.3	0.1	0.2	12	3	2	0	2	0
COc1ccc(Cc2c(N)nc(C)nc2N)cc1	0.9	0.5	2.4	2	14	2	5	0	-4
COCCn1c(N/N=C(C)/C=C/c2ccccc2)nc2c1c(=O)[nH]c(=O)n2C	1.4	0.9	-0.5	7	-22	6	4	7	0
Cn1c(Cc2ccc3c(c2)OCO3)nnc1SCC(=O)NC1CCCC1	0.5	0.5	-0.4	4	12	4	1	7	2
COCCN(C(=O)CNC(=O)c1ccco1)C(C(=O)NC1CCCCC1)c1cccs1 (stereo not given)	-0.3	0.2	-0.3	25	6	1	2	4	-5
O=C(CCCN1C(=O)c2cccc3cccc(c23)C1=O)NCc1ccco1	1.4	0.7	1.3	9	-5	-1	-4	11	1
NS(=O)(=O)c1ccc(N/N=C/c2ccc(C(=O)O)cc2)c([N+](=O)[O-])c1	0.1	0.5	5.4	6	25	-5	0	2	0
O=c1[nH]c(/C=C/c2ccc(Br)cc2)nc2c1cnn2-c1ccccc1	0.3	0.8	1.4	-10	6	-3	-2	-1	5
Cc1ccc(OCc2nnc(SCC(=O)N3CCOCC3)n2C)cc1	-0.7	-1.4	-1.5	0	15	3	3	5	-4
CCc1ccccc1S(=O)(=O)Cc1ccc(C(=O)NCC2CCCO2)o1 (stereo not given)	0.4	-0.3	-0.9	7	13	-3	-1	2	-3
Cc1ccc(S(=O)(=O)NC(CC(=O)NCc2ccco2)c2ccco2)cc1 (stereo not given)	-1.8	-0.7	0.2	5	51	-1	2	-1	-8
CCCCOc1ccccc1C(=O)NCCCCCC(=O)O	1.3	0.8	3.8	4	28	-1	0	2	-4
O=C(Nc1ccc(CN2CCCCC2)cc1)Nc1ccc(Br)cc1Cl	1.4	1.4	1.3	14	12	0	5	3	8
O=C1CC(c2cccc(Oc3ccccc3)c2)NC(=O)N1 (stereo not given)	0.7	-0.3	2.2	14	14	5	-4	9	7
O=c1[nH]c2cc3c(cc2cc1CN(Cc1nnnn1CC1CCCO1)C1CCCCC1)OCO3 (stereo not given)	1.1	0.9	-4.6	16	1	1	-1	0	-12
COCC(C)n1c(C)cc(C(=O)COC(=O)c2ccc3c(c2)NC(=O)CS3)c1C (stereo not given)	4.2	2.3	-1.1	12	45	2	3	8	-1
COc1ccc(/C=N/Nc2ccc([N+](=O)[O-])cc2S(=O)(=O)N2CCN(C)CC2)cc1	0.9	0.5	1.3	3	71*	0	0	7	-3
CCc1nc(N[C@@H](Cc2c[nH]c3ccccc23)C(=O)O)c2oc3ccccc3c2n1	-0.7	0.2	2.3	12	-6	-3	0	9	0
COc1ccc(Cl)cc1NC(=O)C1CCCN(c2cc(C)nc3ncnn23)C1 (stereo not given)	0.7	0.6	-4.1	15	22	2	-1	-1	1
Cc1oc(-c2ccccc2)cc1C(=O)Nc1cccc(C(=O)O)c1	-0.4	0.2	-1.3	24	-15	0	-2	11	-7
CCC(C)C(=O)Nc1nc(C)c(-c2csc(Nc3cc(Cl)ccc3OC)n2)s1 (stereo not given)	0.6	0.1	4.9	6	49	-2	0	1	-5
CCCOC(=O)C(C)n1c(-c2ccccc2)nc2ccccc2c1=O (stereo not given)	-1.4	-0.5	-1.6	35	41	6	0	5	-1
COC(=O)C(NC(=O)c1ccc(OC)cc1)(Nc1ncc(S(=O)(=O)c2ccc([N+](=O)[O-])cc2)s1)C(F)(F)F (stereo not given)	-0.1	-0.1	2.7	23	-14	-3	3	-1	-6
CCOC(=O)c1sc(NC(=O)Nc2ccc(Cl)cc2)cc1C	18	4.3	-18	12	108*	-2	-1	1	9
C=CCn1c(COc2ccc(Cl)cc2)nnc1SCC(=O)NCC(=O)OCC	-0.8	-1.6	-0.3	1	-9	-2	0	3	4

Structures listed so far that contain an NH in an aromatic ring, in the order listed:
SMILES	TRPN1 ag	TRPML3 agonist	TNF death inh	PPC-1+TRAIL kill	CHOP inhibitor	Ba/F3 V617F tox	Wee1 stabilizer	BaF3 tox	RBBP9 inh
Cc1nnc(SCC(=O)Nc2ccc3c(c2)OCO3)[nH]c1=O	-0.8	0.9	-0.5	-4	-1	2	-2	6	-7
CCCCn1c(=O)[nH]c(=O)c2c1nc(-c1ccncc1)n2CCOC	1.8	1.2	-0.1	20	3	-1	-1	1	-8
COCCn1c(-c2ccc(-c3ccccc3Cl)o2)nc2c1c(=O)[nH]c(=O)n2CC(C)C	0.1	-0.4	-5.2	-2	24	1	-2	3	-13
COCCn1c(N/N=C(C)/C=C/c2ccccc2)nc2c1c(=O)[nH]c(=O)n2C	1.4	0.9	-0.5	7	-22	6	4	7	0
O=c1[nH]c(/C=C/c2ccc(Br)cc2)nc2c1cnn2-c1ccccc1	0.3	0.8	1.4	-10	6	-3	-2	-1	5
O=c1[nH]c2cc3c(cc2cc1CN(Cc1nnnn1CC1CCCO1)C1CCCCC1)OCO3 (stereo not given)	1.1	0.9	-4.6	16	1	1	-1	0	-12
CCc1nc(N[C@@H](Cc2c[nH]c3ccccc23)C(=O)O)c2oc3ccccc3c2n1	-0.7	0.2	2.3	12	-6	-3	0	9	0
